# MgcRacGAP inhibition: MgcRacGAP GTPase-activating activity inhibitors, confirmation, biochemical, ADP Hunter fluorescence | hit rate 0.6% among 340,000 | inhibition, % at 30 µM, or IC50 in µM where a hit was titrated | MgcRacGAP-stimulated Rac1 GTP hydrolysis, ADP Hunter fluorescence; higher % means a stronger effect; GST-tagged Rac1 F28L mutant substrate;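 active means first-screen hits whose inhibition reached a set limit at any dose in the follow-up dose series; inconclusive means inhibition above the set first-screen limit but never retested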;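 further: fluorescence reports GDP produced by GAP-driven GTP hydrolysis; strong numbers were not always called active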
# UTI89 phage lysis: protection from phage-mediated lysis, alamar blue read-out – E. coli UTI89, K1F phage, bacterial capsule biogenesis inhibitors (AID 488966); E. coli UTI89 K1F phage lysis, alamar blue, 2 h; higher % means a stronger effect; inhibition, % at 100 µM, or IC50 in µM where a hit was titrated; hit rate 0.02% among 340,000;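 active means phage lysis inhibition, versus mean bacterial control, above a set limit; inconclusive means no clear call, values can overlap the other calls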;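 further: capsule biogenesis inhibitors block K1F phage lysis so surviving cells raise fluorescence; higher fluorescence means more inhibition of phage lysis; actives were called in the ten point dose series up to 300 µM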
# NTR1 ag: NTR1-driven beta-arrestin-GFP spot formation – imaging, U2OS cells, high content, primary screen (AID 493036); hit rate 0.17% among 330,000; agonist mode; P30989; activation, % at 20 µM;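 active means activation at or above 40% of the spot to cytoplasm intensity ratio, with at least 20 cells analyzed; inconclusive means wells under 20 cells, flagged as cytotoxic or low count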;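 further: 0% = DMSO without peptide and 100% = 100 nM NTR1 peptide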
# Target sequence (P30989 whole entry, looked up): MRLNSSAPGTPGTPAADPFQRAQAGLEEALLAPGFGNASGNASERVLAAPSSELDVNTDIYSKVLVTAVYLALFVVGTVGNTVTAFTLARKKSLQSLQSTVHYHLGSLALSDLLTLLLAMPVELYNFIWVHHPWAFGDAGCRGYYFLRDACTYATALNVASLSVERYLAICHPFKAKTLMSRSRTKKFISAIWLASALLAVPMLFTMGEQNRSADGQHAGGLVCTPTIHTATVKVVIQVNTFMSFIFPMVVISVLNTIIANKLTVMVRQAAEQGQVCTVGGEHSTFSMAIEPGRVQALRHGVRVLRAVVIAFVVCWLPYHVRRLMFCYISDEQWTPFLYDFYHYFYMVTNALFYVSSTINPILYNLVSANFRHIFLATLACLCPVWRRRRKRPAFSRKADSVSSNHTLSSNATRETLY
# SV40 large T antigen: TAg ATPase/helicase activity blockers – biochemical (AID 1903). hit rate 0.39% among 310,000. inhibition, % at 20 µM, or IC50 in µM where a hit was titrated. SV40 large T antigen ATPase/helicase inhibition assay; higher % means a stronger effect; in the data active means a potency from the dose series; inconclusive means inhibition mostly from about 32% at the one dose, without a potency; inactive means the rest, 99 in 100 with inhibition below about 32%; further: strong numbers were not always called active
# West Nile virus CPE: West Nile virus antiviral activity, cell-based, CPE readout (AID 1621); West Nile virus-infected cells, CPE inhibition; higher % means a stronger effect; CPE inhibition, % at 10 µM, or IC50 in µM where a hit was titrated; hit rate 0.02% among 290,000; in the data active means a potency from the dose series; inconclusive means CPE inhibition mostly from about 3.7% at the one dose, without a potency; inactive means the rest, 99 in 100 with CPE inhibition below about 2.2%; further: strong numbers were not always called active
# RSV CPE inhibition: inhibition of RSV-induced cytopathic effect – HEp-2 cells, primary 10 µM value included (AID 2391); HEp-2 cells, RSV-induced CPE inhibition; higher % means a stronger effect; hit rate 0.13% among 310,000; CPE inhibition, % at 10 µM, or IC50 in µM where a hit was titrated; in the data active means a potency from the dose series; inconclusive means CPE inhibition mostly from about 23% at the one dose, without a potency; inactive means the rest, 99 in 100 with CPE inhibition below about 21%; further: strong numbers were not always called active
# NS5 inhibitors: Dengue-2 NS5 methyltransferase inhibitors, primary screen, biochemical, confirmation dose response (AID 588689). inhibition, % at 25 µM, or IC50 in µM where a hit was titrated. hit rate 0.3% among 340,000. Dengue-2 NS5 methyltransferase capping enzyme assay, biochemical; higher % means a stronger effect; in the data active means a potency from the dose series; inconclusive means inhibition above about 29% without an active follow-up result
# NTR1 ag cell count 20 µM: recorded beside NTR1 ag, whose call it bears; cell count; measured here: cell count, cytotoxicity flag
# The depositor's hits bear a star; u = inconclusive; x = no result given.
no.	Structure	UTI89 phage lysis	NS5 inhibitors	MgcRacGAP inhibition	NTR1 ag cell count 20 µM	RSV CPE inhibition	NTR1 ag	West Nile virus CPE	SV40 large T antigen
1	COc1cc(C(=O)NCCCNC(=O)c2cc(OC)c(OC)c(OC)c2)cc(OC)c1OC	x	x	x	40	x	0.9	x	10%
2	Cc1ccc(S(=O)(=O)N2CC[C@@H]2C(=O)O)cc1	x	x	x	48	x	0.6	x	19%
3	Cc1cc(C(=O)c2ccc3ccccc3c2)c(C)o1	x	x	x	49	x	1.0	x	23%
4	O=C(CNS(=O)(=O)c1ccc(F)cc1)N1CCCC1	x	x	x	35	x	-0.4	x	4%
5	Cc1cccc(OCCNC(=O)CCc2ccccc2)c1	x	x	x	58	x	0.7	x	2%
6	CN=C1S/C(=C\c2ccc(O)c(OC)c2)C(=O)N1C	x	x	x	58	x	0.1	x	11µM*
7	Brc1cc(-c2ccccc2)nc(-c2ccccc2)n1	x	x	x	43	x	3.0	x	2%
8	O=C(O)CC1c2ccccc2CCN1S(=O)(=O)c1ccccc1 (stereo unspecified)	x	x	x	52	x	0.7	x	16%

# Reprinted from the part before: 7 entries; new compounds follow.
no.	Structure	UTI89 phage lysis	NS5 inhibitors	MgcRacGAP inhibition	NTR1 ag cell count 20 µM	RSV CPE inhibition	NTR1 ag	West Nile virus CPE	SV40 large T antigen
2	Cc1ccc(S(=O)(=O)N2CC[C@@H]2C(=O)O)cc1	x	x	x	48	x	0.6	x	19%
3	Cc1cc(C(=O)c2ccc3ccccc3c2)c(C)o1	x	x	x	49	x	1.0	x	23%
4	O=C(CNS(=O)(=O)c1ccc(F)cc1)N1CCCC1	x	x	x	35	x	-0.4	x	4%
5	Cc1cccc(OCCNC(=O)CCc2ccccc2)c1	x	x	x	58	x	0.7	x	2%
6	CN=C1S/C(=C\c2ccc(O)c(OC)c2)C(=O)N1C	x	x	x	58	x	0.1	x	11µM*
7	Brc1cc(-c2ccccc2)nc(-c2ccccc2)n1	x	x	x	43	x	3.0	x	2%
8	O=C(O)CC1c2ccccc2CCN1S(=O)(=O)c1ccccc1 (stereo unspecified)	x	x	x	52	x	0.7	x	16%
9	O=C(NC1CC1)c1ccc2c(c1)S(=O)(=O)c1cc(Cl)ccc1C2=O	x	x	x	58	1.2%	20	x	x
10	CC(C)CC1NC(=O)c2ccccc2-n2c1nc1cc(F)ccc1c2=O (stereo unspecified)	x	x	x	65	0.3%	2.0	x	x
11	Cc1ccccc1[C@]1(C)ON(c2ccccc2C(F)(F)F)C1=O	x	x	x	48	42%	16	x	x
12	CC(C)=CCc1c(O)c(CC=C(C)C)c2c(c1O)-c1cc(O)c(O)cc1CC2	x	x	x	85	x	-1.0	-0.4%	55%
13	COCOc1ccc(/C=C2/Oc3cc(OCOC)cc(OCOC)c3C2=O)c(OCOC)c1	x	x	x	80	x	2.6	-0.1%	3%
14	Cn1cnnc1Sc1nc2c(c(=O)n(C)c(=O)n2C)n1C	x	x	x	31	0.8%	0.5	0.3%	x
15	CC1=C(C/C=C(\C)CCC[C@H](C)CCC[C@H](C)CCCC(C)C)C(=O)c2ccccc2C1=O	x	x	x	79	1.7%	0.6	-0.2%	x
16	Cc1ccc(Oc2ccc(OCC(=O)OC3CCS(=O)(=O)C3)cc2)cc1 (stereo unspecified)	x	x	x	47	-0.1%	-0.1	0.3%	x
17	CCN(CC)CCN1C(=O)C(O)=C(C(=O)c2ccc(C)o2)C1c1ccccn1 (stereo unspecified)	x	x	x	88	1.6%	0.2	0.1%	x
18	C=CC(=O)Oc1ccc(N2Cc3ccccc3C2=O)cc1	x	x	x	37	1.6%	12	x	4.5µM*
19	O=S(=O)(c1ccccc1)N1CCN(Cc2cccc(Br)c2)CC1	x	x	x	46	1.2%	-1.2	x	2%
20	FC(F)(F)c1nnc2ccc(N3CCCCC3)nn12	x	x	x	60	20%	-0.9	x	22%
21	CCNC(=O)CC1SC(=Nc2ccc(C)c([N+](=O)[O-])c2)N(C)C1=O (stereo unspecified)	x	x	x	45	1.7%	-1.1	x	4%
22	CCOc1ccccc1C(=O)NC(C)CCc1ccccc1 (stereo unspecified)	x	x	x	46	3.8%	1.2	x	9%
23	C#CCOCCOCCOCCNc1nc(N2CCN(C(=O)CCCCCCCCCCNC(=O)[C@H](CO)n3cc(CCCSC)nn3)CC2)nc(N2CCN(C(=O)CCCCCCCCCCNC(=O)[C@@H]([C@H](C)O)n3cc(C)nn3)CC2)n1	x	x	x	87	-1.9%	2.4	x	6%
24	O=C(N/N=C/c1ccc(O)c(O)c1)C1CC1	x	x	x	49	1.6%	2.3	x	5.5µM*
25	O=C(CCc1ccccc1)Nc1sc2c(c1C(=O)O)CCCC2	x	x	x	45	40µM*	2.8	x	18%
26	CC(C)c1ccccc1OCCCCCN1CCOCC1	x	x	x	47	-0.9%	-0.4	x	12%
27	OCc1ccc(-c2ccccc2)c(-c2ccccc2)c1	x	x	x	44	11%	3.3	x	5%
28	O=C(Cn1ccccc1=S)c1ccc(Cl)c(Cl)c1	x	x	x	47	3.4%	-0.2	x	11%
29	COc1ccc(S(=O)(=O)Oc2ccc3cccc(N)c3c2)cc1	x	x	x	36	4.9%	4.7	x	31%
30	O=[N+]([O-])c1ccc(Nc2nccc(Cl)n2)cc1	x	x	x	44	1.5%	3.8	x	-3%
31	Cc1cccc(Nc2ccncc2S(N)(=O)=O)c1	x	x	x	50	0.5%	0.3	x	12%
32	COc1ccccc1C(=O)Nc1ccc(Nc2ccccc2)cc1	x	x	x	62	-0.4%	1.4	x	7%
33	Nc1ncn(C2O[C@H](CO)[C@@H](O)[C@H]2O)c(=O)n1 (stereo partly specified)	x	x	x	42	6.7%	-2.5	x	0%
34	OCc1ccccc1SSc1ccccc1CO	x	x	x	41	1.9%	7.3	x	11µM*
35	CCOC(=O)Cn1c(COc2ccccc2OC)[n+](C)c2ccccc21	x	x	x	45	2.1%	-1.7	x	6%
36	Nc1nnnn1/N=C/c1cc(Br)ccc1O	x	x	x	56	0.9%	0.3	x	11%
37	COc1ccccc1/C=N/NC(=O)CC(=O)NCCc1ccccc1	x	x	x	64	1.9%	0.3	x	9%
38	COc1ccc(C(=O)Nc2ccc(C(=O)c3ccccc3)cc2)cc1	x	x	x	44	3.9%	0.5	x	3%
39	COc1cc(C)c(C(=O)CC(=O)c2c(C)cc(OC)cc2C)c(C)c1	x	x	x	60	4.4%	3.4	x	20%
40	CCOc1ccc(C(C)NC(=O)c2cccs2)cc1OCC (stereo unspecified)	x	x	x	61	1.4%	-0.6	x	10%
41	O=C(NC(=S)Nc1cccc(Cl)c1)c1cncc(Br)c1	x	x	x	53	1.0%	1.4	x	9%
42	CCOC(=O)/C(C#N)=N/Nc1ccc(S(=O)(=O)Nc2cc(OC)nc(OC)n2)cc1	x	x	x	43	3.7%	-1.7	x	14%
43	O=C(Cc1ccccc1)Nc1ncccc1Cl	x	x	x	42	0.1%	0.4	x	7%
44	CCOC(=O)c1cnc2nc(SCc3ccccc3Cl)[nH]n2c1=O	x	x	x	47	-0.5%	-0.1	x	-2%
45	COc1ccc(NC(=O)c2sc3nc(C)cc(C)c3c2N)c(OC)c1	x	x	x	52	1.5%	0.1	x	1%
46	O=C1[C@@H]2C3C=CC(O3)[C@@H]2C(=O)N1c1ccccc1	x	x	x	95	7.5%	-4.4	x	10%
47	C#CCOCCOCCOCCNc1nc(N2CCN(C(=O)CCCCCCCCCCNC(=O)[C@H](CO)n3cc(CCCCCN)nn3)CC2)nc(N2CCN(C(=O)CCCCCCCCCCNC(=O)[C@H](CCCN=C(N)N)n3cc(C[C@@H](C)CC)nn3)CC2)n1	x	x	x	51	u	14	x	36%
48	CC1(C(=O)O)CCC(C(=O)NNC(=O)c2ccccc2Cl)C1(C)C (stereo unspecified)	x	x	x	56	0.7%	0.2	x	9%

# Brought forward from above: 2 entries, then new ones.
no.	Structure	UTI89 phage lysis	NS5 inhibitors	MgcRacGAP inhibition	NTR1 ag cell count 20 µM	RSV CPE inhibition	NTR1 ag	West Nile virus CPE	SV40 large T antigen
47	C#CCOCCOCCOCCNc1nc(N2CCN(C(=O)CCCCCCCCCCNC(=O)[C@H](CO)n3cc(CCCCCN)nn3)CC2)nc(N2CCN(C(=O)CCCCCCCCCCNC(=O)[C@H](CCCN=C(N)N)n3cc(C[C@@H](C)CC)nn3)CC2)n1	x	x	x	51	u	14	x	36%
48	CC1(C(=O)O)CCC(C(=O)NNC(=O)c2ccccc2Cl)C1(C)C (stereo unspecified)	x	x	x	56	0.7%	0.2	x	9%
49	O=C(Nc1cccc(Br)c1)C1CCCC1	x	x	x	52	2.9%	-0.2	x	7%
50	COCCNC(=S)N1CCC(C(=O)c2ccc(F)cc2)CC1	0.8%	x	3%	x	x	x	x	x
51	COc1cc(CNC(=O)c2cnccn2)cc(OC)c1	-0.3%	x	1%	x	x	x	x	x
52	C[C@H]1CCCCO[C@@H](CN(C)C(=O)NC2CCCCC2)[C@@H](C)CN([C@@H](C)CO)C(=O)c2cc(NC(=O)Cc3ccccc3)ccc2O1	x	-12%	6%	x	x	x	x	x
53	N#Cc1ccc(-c2nc3ccc(Br)cn3c2Cc2ccccc2)cc1	x	2%	13%	x	x	x	x	x
54	O=C(Cc1ccc(Br)cc1)Nc1cccc(S(=O)(=O)N2CCCCC2)c1	x	-6%	-4%	x	x	x	x	x
55	COc1cccc(C(=O)N2CCN(c3nc4cc(C)cc(C)c4cc3C#N)CC2)c1	x	-2%	9%	x	x	x	x	x
56	COc1ccc(C(=O)N(C)[C@H]2C[C@H]3c4[nH]c5ccccc5c4CCN3C(=O)[C@H]2CO)cc1	x	-7%	13%	x	x	x	x	x
57	CC(C)n1ncc2c(C(=O)N3CCN(S(=O)(=O)c4cccc(F)c4)CC3)cc(C3CC3)nc21	x	6%	6%	x	x	x	x	x
58	CCN(C(=O)Cn1cc(C(F)(F)F)ccc1=O)C1CCS(=O)(=O)C1 (stereo unspecified)	x	-5%	13%	x	x	x	x	x
59	COc1ccc(CN2CCC[C@]3(N[C@H](c4ccc(OC)cc4)[C@@H]4C(=O)N(Cc5ccccc5)C(=O)[C@@H]43)C2=O)cc1	x	-8%	9%	x	x	x	x	x
60	O=C1COC(c2ccccc2O)=NN1CCCl	x	5%	1%	x	x	x	x	x
61	Cc1ccc(S(=O)(=O)NN=Cc2ccccc2Cl)cc1	x	-6%	7%	x	x	x	x	x
62	CC(C)C[C@H](NC(=O)c1[nH]cnc1C(=O)Nc1ccccc1F)C(=O)OC(C)(C)C	x	-2%	4%	x	x	x	x	x
63	CCN1C(=O)C(C)C=C(C)C=C1C (stereo unspecified)	x	2%	6%	x	x	x	x	x
64	CN(CC(=O)Nc1cccc(F)c1)C(=O)Cc1ccsc1	x	1%	8%	x	x	x	x	x
65	CC1(C)CC(=O)C=C(c2ccc(COC(=O)C3CC3)cc2)C1=O	x	-7%	14%	x	x	x	x	x
66	COc1ccc(S(=O)(=O)N(C)C[C@H]2Oc3ncc(-c4ccncc4)cc3C(=O)N([C@@H](C)CO)C[C@@H]2C)cc1	x	-6%	18%	x	x	x	x	x
67	C[C@@H]1CCCCO[C@H](CN(C)S(=O)(=O)c2cccs2)[C@@H](C)CN([C@H](C)CO)C(=O)c2cc(NC(=O)Nc3ccc4c(c3)OCO4)ccc2O1	x	-3%	20%	x	x	x	x	x

# Screens from PubChem BioAssay.

# The list is partial; rates above refer to the full screens.
